Source: PubChem (The Scripps Research Institute Molecular Screening Center)
MITF inh = inhibitors of human MITF; O75030; inhibition, % at 2.6 µM; AlphaScreen MITF homodimerization, bead proximity signal; 0.91% of 650,000 active; in the data active means inhibition above about 50%;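 further: 0% = vehicle wells with protein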
Target sequence (O75030 whole entry, looked up): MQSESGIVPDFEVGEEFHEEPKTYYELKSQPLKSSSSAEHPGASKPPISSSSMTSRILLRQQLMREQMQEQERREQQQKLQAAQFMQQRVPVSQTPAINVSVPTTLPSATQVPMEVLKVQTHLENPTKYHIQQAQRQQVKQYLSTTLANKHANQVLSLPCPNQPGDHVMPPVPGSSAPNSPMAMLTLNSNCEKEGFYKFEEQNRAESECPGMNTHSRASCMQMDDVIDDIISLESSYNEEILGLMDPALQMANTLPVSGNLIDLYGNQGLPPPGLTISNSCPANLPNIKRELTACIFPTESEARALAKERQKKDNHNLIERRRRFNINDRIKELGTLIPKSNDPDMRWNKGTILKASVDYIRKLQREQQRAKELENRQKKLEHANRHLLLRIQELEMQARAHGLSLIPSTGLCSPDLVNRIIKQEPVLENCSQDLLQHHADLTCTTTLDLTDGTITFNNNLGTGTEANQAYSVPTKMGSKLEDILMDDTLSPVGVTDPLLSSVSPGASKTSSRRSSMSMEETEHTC
FBW7 act = human FBW7 E3 ligase activation, primary screen | 0.13% of 650,000 active | normalized activity (activation), % at 26.1 µM | AID 1259310 | AlphaScreen FBW7–phospho-cyclin E peptide binding, activator screen | Q969H0; in the data active means normalized activity above about 1.9%;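 further: purified mutant Fbw7 with reduced substrate affinity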
GPR151 activ = activates the human receptor GPR151; Q8TDV0; PathHunter beta-arrestin GPR151 cells, luminescence; activation, % at 11.2 µM; 1% of 650,000 active; AID 1508602; in the data active means activation above about 4.9%;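 further: 0% = median of compound wells and 100% = cells with positive control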
Target sequence (Q8TDV0 whole entry, looked up): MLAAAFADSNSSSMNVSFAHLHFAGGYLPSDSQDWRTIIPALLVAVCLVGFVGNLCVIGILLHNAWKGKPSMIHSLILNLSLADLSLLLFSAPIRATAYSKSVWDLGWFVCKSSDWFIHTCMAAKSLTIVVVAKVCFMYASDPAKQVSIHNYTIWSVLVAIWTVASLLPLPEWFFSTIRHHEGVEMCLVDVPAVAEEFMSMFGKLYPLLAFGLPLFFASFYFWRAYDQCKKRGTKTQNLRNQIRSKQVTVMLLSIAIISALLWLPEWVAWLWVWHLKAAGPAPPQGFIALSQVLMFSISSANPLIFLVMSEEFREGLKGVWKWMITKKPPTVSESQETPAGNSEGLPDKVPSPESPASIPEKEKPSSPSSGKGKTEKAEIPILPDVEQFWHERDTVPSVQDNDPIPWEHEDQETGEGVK
TEAD-YAP inh = TEAD-YAP interaction inhibition. HEK-TIYL cells, TEAD-Gal4/YAP UAS-luciferase luminescence. inhibition, % at 9.12 µM. 1.4% of 640,000 active; in the data active means inhibition above about 32%;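 further: 0% = median of test compound wells and 100% = reference inhibitor wells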
The depositor's hits bear a star.

SMILES	MITF inh	FBW7 act	GPR151 activ	TEAD-YAP inh
CCN(CC)C(=O)C1CCCN(c2cc(Nc3ccc(NC(C)=O)cc3)nc(N)n2)C1 (centres undefined)	2.9	-0.1	1.3	-5.3
CCOC(=O)C1=C(C)NC(=S)N(C(C)=O)C1c1ccccc1 (centres undefined)	-12.9	0.0	-1.5	11.6
CCC(C)c1ccccc1OCC(=O)Nc1cc(C)on1 (centres undefined)	-8.5	-0.1	0.5	2.5
Cc1cc(Cl)ccc1Nc1nc(N2CC(C)OC(C)C2)nc2c1cnn2C (centres undefined)	-1.4	0.1	1.4	-9.2
CCOC(=O)c1c(N2C(N)=C(C#N)C(c3ccccc3)C3=C2CC(C)(C)CC3=O)sc2c1CCCCC2 (centres undefined)	1.9	-0.1	-0.9	13.2
CCOC(=O)c1cc2c(=O)n3ccccc3nc2n(C)c1=NC(=O)/C=C/c1ccccc1	12.1	0.1	-0.4	-8.8
COc1cc(Br)cc(C=C2C(=O)NC(=S)NC2=O)c1O	-11.7	-0.7	-1.7	2.1
O=C(O)CSCC(=O)Nc1nc2ccc(Br)cc2s1	-3.0	-0.3	-0.3	13.1
CCOC(=O)CC1NCCc2cc(OCC)c(OCC)cc21 (centres undefined)	-2.7	-0.1	-0.3	-7.0
CC(C)CC(=O)Nc1cccc(C(=O)Nc2ccccc2C(=O)O)c1	3.7	-0.2	-0.7	6.8
CCOCCCNC(=O)Cc1noc2ccccc12	9.1	0.5	-0.3	-5.2
CCOC(=O)c1ccc(NC(=O)c2c(C)cc(=O)oc2C)cc1	2.4	0.1	-0.2	0.0
CCc1cccc(C)c1NC(=O)CCCCCN1C(=O)c2ccccc2C1=O	9.3	-0.1	-1.5	2.3
CC1CCCC(C)N1C(=O)c1nn2c(C(F)(F)F)c3c(nc2c1Cl)-c1ccccc1CC3 (centres undefined)	3.6	1.5	0.7	-11.3
COCCCNc1nccn2c(-c3cccc(OC(F)(F)F)c3)cnc12	19.6	-0.5	0.6	39.7*
CCN(C(=O)COC(=O)CNC(C)=O)c1ccccc1	-11.3	-0.2	-1.1	-0.2
CCN(CC(=O)Nc1cccc([N+](=O)[O-])c1)S(=O)(=O)c1ccc(F)cc1	2.6	-0.1	-0.4	-7.3
COc1cc(NC(=O)CN2C(=O)c3ccccc3C2=O)c(OC)cc1Cl	12.6	0.8	-1.6	12.7
Cc1ccc2nc(/C(C#N)=C/c3sccc3C)[nH]c2c1	7.9	-0.1	-0.7	-89.4
O=C1CCC/C(=N/NC(=O)c2ccc(CSc3nc4ccccc4o3)cc2)C1	15.6	0.3	-3.5	-5.6
O=C(c1ccccc1)c1ccc(C(=O)N2CCCCC2)o1	-5.8	0.0	6.7*	-57.0
CCOc1ccccc1C1C=C(c2ccc(I)cc2)Nc2ncnn21 (centres undefined)	-6.8	0.0	-0.9	13.2
O=C(CN1Cc2ccccc2C1=O)NC1CCCC1	-5.3	-0.3	0.7	-5.2
COc1ccc(NC(=O)C2CCN(C(=O)c3ccc(Br)cc3)CC2)cc1	-9.2	0.8	-1.8	-24.7
CC(Cc1cccnc1)NC(=O)CN1Cc2cc(Cl)ccc2OC(C)C1 (centres undefined)	8.9	0.0	-0.5	1.9
COc1cc(C)c(/C=C2/C(=O)NC(=O)N(Cc3ccco3)C2=O)cc1C(C)C	69.1*	-0.1	-0.2	-4.7
COc1cccc(CN(C)C(=O)c2nc3ccc(-c4cn[nH]c4)cc3s2)c1	4.5	0.5	-2.3	-14.9
N#Cc1c(SCc2ccccc2)nc(N2CCCCC2)c2c1CCCC2	-1.6	-0.2	-0.1	-0.2
CC1=NN(c2ccc(S(N)(=O)=O)cc2)C(=O)/C1=C\c1ccc(O)c([N+](=O)[O-])c1	1.4	-0.3	-0.9	6.8
Cc1cc(=O)[nH]c(-n2nc(C3CC3)cc2NC(=O)c2ccc(C(C)(C)C)cc2)n1	-15.0	0.0	2.2	-0.4
CCOc1ccc(NC(=O)CSc2nc3ccsc3c(=O)n2CC2CCC(C(=O)O)CC2)cc1 (centres undefined)	3.8	0.9	0.1	7.2
Cc1c2cnn(-c3ccccc3)c(=O)c2c(C)n1C(C)C(=O)Nc1ccc2c(c1)OCCO2 (centres undefined)	8.1	0.4	-0.1	7.0
CCCCOC(=O)c1ccc(NS(=O)(=O)c2ccccc2[N+](=O)[O-])cc1	1.5	-0.1	-0.9	-10.5
CC(=O)NCC(=O)OCC(=O)N1c2ccccc2Sc2ccccc21	6.0	0.0	-0.3	2.6
COc1ccc(C2=NN(c3nc(-c4ccc(S(=O)(=O)N5CCCCC5)cc4)cs3)C(c3ccc(OC)cc3)C2)cc1 (centres undefined)	16.1	0.1	0.3	-36.2
O=C(Cc1cccs1)NCCc1ccc(Cl)cc1	-2.6	0.0	-1.9	-9.4

Limited to FBW7 act, MITF inh and GPR151 activ, for some of the entries so far:
canonical_smiles,FBW7 act,MITF inh,GPR151 activ
CC(Cc1cccnc1)NC(=O)CN1Cc2cc(Cl)ccc2OC(C)C1 (centres undefined),0.0,8.9,-0.5
COc1cc(C)c(/C=C2/C(=O)NC(=O)N(Cc3ccco3)C2=O)cc1C(C)C,-0.1,69.1*,-0.2
COc1cccc(CN(C)C(=O)c2nc3ccc(-c4cn[nH]c4)cc3s2)c1,0.5,4.5,-2.3
N#Cc1c(SCc2ccccc2)nc(N2CCCCC2)c2c1CCCC2,-0.2,-1.6,-0.1
CC1=NN(c2ccc(S(N)(=O)=O)cc2)C(=O)/C1=C\c1ccc(O)c([N+](=O)[O-])c1,-0.3,1.4,-0.9

The main list resumes with the 2 entries that preceded the break.
SMILES	MITF inh	FBW7 act	GPR151 activ	TEAD-YAP inh
COc1ccc(C2=NN(c3nc(-c4ccc(S(=O)(=O)N5CCCCC5)cc4)cs3)C(c3ccc(OC)cc3)C2)cc1 (centres undefined)	16.1	0.1	0.3	-36.2
O=C(Cc1cccs1)NCCc1ccc(Cl)cc1	-2.6	0.0	-1.9	-9.4
O=C(c1ccc2nc(NC(=O)C34CC5CC(CC(C5)C3)C4)sc2c1)N1CCOCC1	-3.9	-0.1	0.7	-2.3
CC(C)(C)c1ccccc1NC(=O)c1ccc(Br)o1	5.3	0.1	1.0	6.3
CC(C)Sc1nc(-c2cccs2)nc2c1c(=O)n(C)c(=O)n2C	-0.2	0.0	-0.3	3.3
O=C(Oc1ccccc1C(=S)N1CCCCC1)c1cccc([N+](=O)[O-])c1	10.3	0.1	1.5	9.3
COC(=O)c1sc2nccc(N(C)C)c2c1N	11.1	0.7	-1.2	6.2
CC(=O)Oc1ccc2oc(=O)c(-c3ccccc3)c(C)c2c1	-5.1	-0.2	0.2	-0.9
OCCN1CCN(c2nc(-c3cccs3)nc3ccccc23)CC1	32.9	-0.1	2.7	-2.9
CCOC(=O)C1CCN(C(=O)Cc2c(C(=O)O)n(C)c3ccccc23)CC1	-15.7	0.0	-1.3	16.8
Cc1cc(C)n2nc(C(=O)N/N=C/c3cc(Cl)cc(Br)c3O)nc2n1	29.5	-0.2	-0.1	19.8
CC(=O)c1cccc(NC2c3ncccc3C(=O)N2c2ccc(C)cc2)c1 (centres undefined)	16.4	0.2	0.3	-1.0
CC1=C(C(=O)Nc2ccccc2)C(c2ccc(Cl)cc2)n2ncnc2N1 (centres undefined)	8.0	0.5	-0.3	0.4
COc1ccc(/C=N/NC(=O)CNC(=O)c2ccccc2Br)cc1	2.8	0.0	-0.9	0.1
CCOC(=O)CSc1nc2c(sc(=S)n2Cc2ccccc2)c(=O)n1Cc1ccccc1	-9.6	0.1	6.0*	-13.7
CN(C)CCNC(=O)c1cccc(-n2c(=S)[nH]c3cc(Cl)ccc3c2=O)c1	2.2	0.0	0.0	-13.2
Cc1ccc(S(=O)(=O)N2CCCOC2CNC(=O)C(=O)NCc2ccc(F)cc2)cc1 (centres undefined)	11.6	0.1	-2.3	4.8
COC(=O)c1ccc(-c2ccco2)n1CC(=O)NC1CCCC(C)C1C (centres undefined)	7.3	-0.2	-0.2	-2.4
CC1Sc2sc(=S)sc2SC(C)C1=O (centres undefined)	-4.2	0.0	-0.7	-0.9
Cc1ccc(-c2csc(/C(C#N)=C/c3ccc(Cl)cc3Cl)n2)cc1	-14.8	0.1	0.1	1.8
COc1cc(/C=C2\C(=O)NC(=S)N(c3ccccc3)C2=O)c([N+](=O)[O-])cc1OC	6.2	-0.2	3.6	6.0
CCc1cccc2c(C(=O)COC(=O)C3COc4ccccc4O3)c[nH]c12 (centres undefined)	-3.9	-0.1	1.2	-19.6
O=C1N(Cc2ccc(Cl)c(Cl)c2)c2ccc([N+](=O)[O-])cc2C12OCCO2	3.4	0.0	-0.2	-11.8
COc1ccc(Oc2ccc(NC(=O)CCCC(=O)O)cc2)cc1	11.1	-0.1	-0.2	6.9
Cc1cc(C)nc(CNC(=O)CCc2nnc(Cc3ccc(-c4ccccc4)cc3)o2)n1	-30.2	0.0	2.7	-4.4
CCN(C(=O)CN1C(=O)NC(CCSC)C1=O)C1CCS(=O)(=O)C1 (centres undefined)	1.6	0.1	0.2	-9.7
c1cc2nncn2nc1N1CCCCCC1	6.2	0.0	0.3	9.4
O=S(=O)(NCCCN1CCN(c2ccccc2)CC1)c1cccc(F)c1	-9.5	0.0	0.7	1.9
N#C/C(=C\Nc1ccccc1)c1ccccc1	5.5	0.0	1.8	-7.2
CC1(C(=O)NCCCn2ccnc2)CC1(Cl)Cl (centres undefined)	5.8	0.6	-1.0	2.1
CCn1c2ccccc2c2cc(NC(=O)C/C(C)=N/NC(=O)c3ccoc3C)ccc21	5.1	0.1	-8.3	-24.5
Cc1nc(NC(=O)C(c2ccccc2)c2ccccc2)sc1C	-20.6	-0.1	-1.5	10.7
Cc1[nH]nc2c1C1(C(=O)N2)C(C#N)=C(N)Oc2ccc(Br)cc21 (centres undefined)	13.7	1.1	0.0	-8.8
CC1CCN(c2nc3c(c(=O)n(C)c(=O)n3C)n2CC(=O)C23CC4CC(CC(C4)C2)C3)CC1	-1.9	0.1	1.4	6.9
CC(C)c1ccc(NC(=O)c2ccc(F)c(S(=O)(=O)N3CCN(c4ccccn4)CC3)c2)cc1	21.0	-0.1	-0.8	-6.2
O=C(Nc1cccc(Cl)c1)C1CC(=O)N(c2ccccc2)C1 (centres undefined)	7.4	0.0	0.2	-10.7
COc1ccc(C)cc1CN1c2cccc3cccc(c23)S1(=O)=O	-2.3	0.2	2.0	-2.9
COC(=O)CN(c1ccc(C23CC4CC(CC(C4)C2)C3)cc1)S(C)(=O)=O	6.1	-0.1	0.1	1.9
COc1cc(CN2CCc3nnc(CCNC(=O)C4CCCO4)n3CC2)cc(OC)c1 (centres undefined)	-3.2	0.1	0.5	9.9
CC(=O)c1c(C)oc2c1cc(O)c1ccccc12	10.7	0.0	2.8	-6.2
Cn1c(-c2ccccc2)cn2cc(-c3ccc(F)cc3)nc12	6.2	-0.5	-5.0	97.0*
Cc1ccc(NC(=O)Cn2nnc(-c3ccccc3)n2)c(C)c1	5.5	0.1	0.5	13.0
Cc1cccc2cc(CN(CC3CCCO3)C(=O)C(F)(F)F)c(=O)[nH]c12 (centres undefined)	0.9	-0.2	0.8	2.1
CCCCCCC(O)(CCCCCC)C(=O)NN(c1ccc(C)cc1)S(C)(=O)=O	7.9	0.0	-0.2	8.8
CC(C)(C)n1nc2c(c1NC(=O)c1ccccc1C(F)(F)F)CS(=O)(=O)C2	8.4	-0.1	-0.4	5.2
CC(C)c1ccc(N2CC(C(=O)Nc3ccc(Cl)cc3Cl)CC2=O)cc1 (centres undefined)	-4.5	-0.1	0.5	17.0
Cc1ccc(OCC(=O)Nc2sc3c(c2C(N)=O)CCCC3)c(Br)c1	1.2	-0.2	-1.1	-4.2
COc1c(O)ccc(/C=C(\C#N)c2nc3ccccc3[nH]2)c1[N+](=O)[O-]	0.1	0.1	0.8	-11.3
O=C(CN1C(=O)CCC1=O)Nc1ncc([N+](=O)[O-])s1	-5.0	-0.1	0.1	-1.9
Cc1ccc(N2C(=O)c3ccc(N)cc3C2=O)c(C)c1	-6.4	0.0	-1.1	-2.0
CC(=O)c1ccc(NC(=O)COC(=O)/C=C/c2ccc([N+](=O)[O-])cc2)cc1	16.4	-0.1	0.1	5.1
COc1ccc(Cl)cc1NC(=O)C(=O)NCc1ccccn1	15.0	0.2	1.4	-2.8
CCCc1cc(=O)[nH]c(SCC(=O)Nc2ccccc2Cl)n1	-0.3	0.1	4.4	11.6
CCOC(=O)c1c(NC(=O)COc2ccccc2)sc(C(=O)Nc2ccc(C)cc2C)c1C	3.5	-0.1	-0.7	-4.8
O=C(NCCc1c[nH]c2ccccc12)C1(c2cccs2)CCOCC1	-1.3	0.0	0.4	-8.1
O=C(O)CN1C(c2ccccc2O)Nc2ccc(Br)cc2C1c1ccccc1 (centres undefined)	-0.8	0.0	-1.0	-9.4
CCN(CC)S(=O)(=O)c1cccc(C(=O)OCC(=O)c2cc(C)n(C3CC3)c2C)c1	-4.0	-0.2	-0.3	6.2
Cc1ccccc1NC(=O)c1cc2c3c(c1)C1C=CCC1CN3CC1CC=CC21 (centres undefined)	6.9	1.1	-0.3	-4.8
O=C(NCc1cccc(Cl)c1)c1ccc(N2CC3CC(C2)c2cccc(=O)n2C3)c(NC(=O)c2ccc(F)cc2)c1 (centres undefined)	-8.0	0.6	-2.4	-3.7
Cc1ccc(NC(=O)c2sc3ncnc(N4CCN(c5ccccc5)CC4)c3c2C)c(Br)c1	-14.6	0.1	-1.0	10.2
Cc1nnc2sc(-c3ccc(NC(=O)C(C)(C)Oc4ccc(Cl)cc4)cc3)nn12	4.1	-0.1	-0.6	-2.6
C=C(C)CN1C(=O)NC(CC)(C2CCN(Cc3ccc(CN4CCCC4)s3)CC2)C1=O (centres undefined)	-11.7	0.1	0.1	0.6
COc1ccccc1NC(=O)c1sc2ccccc2c1Cl	16.9	0.2	2.1	-38.8
